ABCB6 inh 2 = blocks the human ABCB6 transporter. Q9NP58. K562-ABCB6 porphyrin accumulation, flow cytometry, 1 h; active compounds read low. fluorescence ratio to DMSO, % at 10 µM. hit rate 0.19% among 360,000. AID 602162;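 active = fluorescence ratio to DMSO below 75%, the collection mean minus 3 SD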;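 note: signal is porphyrin accumulated inside mitochondria; 100% equals median channel fluorescence of DMSO control wells; lower ratio means ABCB6 inhibition with less porphyrin fluorescence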
N-glyco inh = blocks N-linked glycosylation in D54 reporter cells; hit rate 0.23% among 360,000; D54 ERlucT glycosylation luciferase reporter, 24 h; percent of 100 nM tunicamycin response; AID 588692; reporter increase, % at 12.5 µM;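 active = mean luciferase reporter signal, scaled so untreated is 0 and the glycosylation-blocking control 100, at or above a set limit in every replicate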;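 note: luciferase carries N-glycosylation sites so blocking glycosylation raises the light; 0% = median of neutral control wells and 100% = median of 100 nM tunicamycin wells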
iPSC survival up = increases survival of single human iPS cells; AID 602274; hit rate 0.044% among 360,000; survival enhancement, % at 20 µM; hiPSC single-cell survival, ATPlite luminescence; 100% = ROCK inhibitor wells, 0% = DMSO; in the data active = survival enhancement above about 18%;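 note: cells exposed to compounds for 16 hours before the ATP read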
MC4R barr agon = activates human MC4R beta-arrestin recruitment. P32245. U2OS MC4R beta-arrestin complementation, luminescence; percent of melanotan II response, DMSO zero. activation, % at 8.9 µM. hit rate 0.98% among 360,000;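 active = activation above a per-plate cutoff, the mean activation of sample wells on that plate plus 3 SD, cut at about 8% in these data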
Target sequence (P32245 whole entry, looked up): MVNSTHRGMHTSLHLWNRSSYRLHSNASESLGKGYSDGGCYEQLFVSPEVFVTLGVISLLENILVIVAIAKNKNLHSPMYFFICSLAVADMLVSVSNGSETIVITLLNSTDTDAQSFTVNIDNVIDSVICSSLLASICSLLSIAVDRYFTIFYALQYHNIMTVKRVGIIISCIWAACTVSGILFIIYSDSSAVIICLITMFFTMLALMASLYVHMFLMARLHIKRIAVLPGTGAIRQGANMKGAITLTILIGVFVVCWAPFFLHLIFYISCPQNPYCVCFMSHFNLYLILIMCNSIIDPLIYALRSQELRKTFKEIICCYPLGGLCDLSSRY
HTR2A ag = activates the mouse 5-HT2A serotonin receptor | CHO-K1 mHTR2A beta-arrestin complementation, luminescence; percent of 30 µM serotonin response | activation, % at 7.6 µM | hit rate 0.66% among 360,000;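 active = activation above a run cutoff, the mean activation of all tested compounds plus 3 SD, cut at about 14% in these data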;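 note: 0% = plate median of compound wells and 100% = 30 µM serotonin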
Target sequence (P35363 whole entry, looked up): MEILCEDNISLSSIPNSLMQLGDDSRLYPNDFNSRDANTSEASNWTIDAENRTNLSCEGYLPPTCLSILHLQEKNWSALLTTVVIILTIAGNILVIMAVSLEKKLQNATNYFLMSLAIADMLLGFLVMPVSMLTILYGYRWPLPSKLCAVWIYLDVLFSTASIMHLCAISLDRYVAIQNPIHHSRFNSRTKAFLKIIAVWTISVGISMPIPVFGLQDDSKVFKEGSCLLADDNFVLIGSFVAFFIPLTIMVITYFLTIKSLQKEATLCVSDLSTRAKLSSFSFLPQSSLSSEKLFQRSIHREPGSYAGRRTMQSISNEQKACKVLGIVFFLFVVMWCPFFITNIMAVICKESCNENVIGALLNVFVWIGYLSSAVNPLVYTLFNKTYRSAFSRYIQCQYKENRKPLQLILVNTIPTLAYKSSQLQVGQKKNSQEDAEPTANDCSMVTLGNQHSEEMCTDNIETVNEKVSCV
H9c2 protect = protects H9c2 cardiomyocytes from peroxide injury; hit rate 0.63% among 360,000; protection from H2O2 cell death, % at 20 µM; H2O2 injury protection, ATPLite, 2 h;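 active = compounds giving at least 50% protection of heart cells from peroxide-induced death in the single-dose screen, raw or plate-pattern-corrected value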;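 note: 0% = DMSO wells with peroxide and 100% = DMSO wells without peroxide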
aDG glyco up = increases alpha dystroglycan glycosylation; Pro5-aDG cells, alpha-DG glycosylation AlphaScreen (IIH6); 0% Pro5, 100% B10-LARGE cell signal; AID 624168; activation, % at 10 µM; hit rate 0.22% among 360,000;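 active = activation of at least 8% versus controls, or a plate z-score of at least 8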;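 note: Pro5 are CHO cells carrying HIG-tagged alpha-DG that lacks glycosylation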
Exocytosis inh = lytic granule exocytosis inhibition. TALL-104 LAMP-1 surface exposure, flow cytometry; cells stimulated with thapsigargin and PMA. inhibition, % at 10 µM. hit rate 0.66% among 360,000;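 active = inhibition above about 55%, limit read from the data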
ABHD5 PLIN5 PPI = inhibitors of human ABHD5-perilipin-5 interaction. Q00G26+Q8WTS1. Split G. princeps luciferase complementation, luminescence, 4 h. inhibition, % at 4 µM. hit rate 0.78% among 360,000. AID 602281;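 active = inhibition above the mean inhibition across every tested compound plus 3 SD, cut at about 22% in these data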;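 note: 0% = DMSO only wells and the 100% control is not disclosed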
MC4R antagonist = blocks human MC4R cAMP signaling. MC4R-expressing cells, MTII-stimulated cAMP, LANCE TR-FRET. P32245. hit rate 0.48% among 360,000. AID 540295. inhibition, % at 6.5 µM;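 active = inhibition above its plate's cutoff, the mean of tested wells on that plate plus 3 SD, cut at about 29% in these data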;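 note: 0% = Melanotan II alone and 100% = Melanotan II plus saturating MCL0020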
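Material: human MC4R-expressing U2OS cells. Probe or stimulus: Melanotan II challenge. Dosing: 6.5 µM single dose. Times: 30-min compound, 1-h challenge, 1-h detection, room temperature. Technique: TR-FRET with Eu-cAMP and labeled anti-cAMP, 671 nm. Replication: singlicate.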
Numbers without * were called inactive; / = no result given.

SMILES	ABCB6 inh 2	N-glyco inh	iPSC survival up	MC4R barr agon	HTR2A ag	H9c2 protect	aDG glyco up	Exocytosis inh	ABHD5 PLIN5 PPI	MC4R antagonist
Cc1ccc(NC(=O)CN(C)C(=O)Cc2coc3cc(C)c(C)cc23)cc1	107	5	-0.2	-1.4	10	-6	0.6	1	5	6
Cc1ccccc1Oc1cccc(C(=O)/C(C#N)=C/N(C)C)c1	101	2	3.2	0.1	-2	-3	0.0	-1	3	1
N#Cc1c(-c2ccccc2)cc(-c2ccc(O)cc2)nc1N	94	11	0.7	-0.4	-8	1	0.0	3	0	-12
Cc1ccccc1-n1c(=O)c2c(n3cnnc13)-c1ccccc1CC21CCCCC1	99	6	1.5	-0.9	5	12	-0.1	1	-3	8
O=C(c1ccc(F)cc1)C1CCN(C(=O)Nc2ccc(F)cc2F)CC1	96	1	-0.4	-1.2	-2	-3	0.1	-8	-5	1
O=C(Nc1ccc(OC(F)(F)F)cc1)C1CC(=O)N(Cc2ccco2)C1 (stereo not drawn)	99	1	3.8	-2.1	5	-6	0.2	2	-5	3
CCN=c1scc(-c2ccco2)n1/N=C/c1ccc(O)cc1	102	-2	-1.2	-3.1	6	-8	-0.1	2	-7	-11
O=[N+]([O-])c1cc([N+](=O)[O-])c(Oc2cc(F)cc(F)c2)cc1NN1CCCCC1	103	3	-2.7	-1.1	7	-9	-0.1	-6	11	11
COc1ccc(Nc2nc(-c3c(C)nc4ncccn34)cs2)cc1	101	18	-1.5	-0.9	-3	-2	-0.5	3	-16	-26
O=c1c2c(nc3nc(NCc4cccc5ccccc45)[nH]n13)CCC2	102	1	2.7	-0.7	1	8	-0.3	0	1	0

Reprinted from the results shown (2 entries):
SMILES	ABCB6 inh 2	N-glyco inh	iPSC survival up	MC4R barr agon	HTR2A ag	H9c2 protect	aDG glyco up	Exocytosis inh	ABHD5 PLIN5 PPI	MC4R antagonist
O=C(Nc1ccc(OC(F)(F)F)cc1)C1CC(=O)N(Cc2ccco2)C1 (stereo not drawn)	99	1	3.8	-2.1	5	-6	0.2	2	-5	3
CCN=c1scc(-c2ccco2)n1/N=C/c1ccc(O)cc1	102	-2	-1.2	-3.1	6	-8	-0.1	2	-7	-11

(continued)
SMILES	ABCB6 inh 2	N-glyco inh	iPSC survival up	MC4R barr agon	HTR2A ag	H9c2 protect	aDG glyco up	Exocytosis inh	ABHD5 PLIN5 PPI	MC4R antagonist
COc1cc(NC(=O)CSc2nc3ccccc3cc2Cc2ccccc2)cc(OC)c1	97	-11	0.0	-1.7	0	-3	0.2	-1	-9	2
O=C(C[C@@H]1C/C=C\C[C@H](Cc2ccc(F)cc2)C(=O)OC[C@@H](Cc2c[nH]c3ccccc23)NC1=O)NCCO	103	-2	3.0	-1.2	-9	0	0.0	0	2	8
CCCCS(=O)(=O)/C=C\C=C/S(=O)(=O)CCCC	69*	-18	6.0	-4.2	-4	-34	-0.6	43	84*	14
Cc1cc(Br)ccc1NC(=O)CN(C)Cc1cccs1	105	-2	-0.3	2.3	-4	-1	0.0	1	7	5
CCOc1ccc2nc(SCC(=O)Nc3cc(C)on3)c(C)cc2c1	100	-3	0.7	3.5	-9	0	0.0	-8	3	-4
Cc1ccc(Nc2cc(C)nc(-c3ccccc3)n2)cc1	100	1	-0.1	-0.9	-4	-14	0.2	-11	-3	-5
CCN(CC(=O)NCc1ccc(Cl)cc1)C(=O)c1oc2ccccc2c1C	99	0	-0.7	-0.3	5	0	0.1	19	0	14
CCCNC(=O)CN1C(=O)NC(CC)(c2ccc(F)cc2)C1=O (stereo not drawn)	94	2	-0.2	-1.7	3	1	-0.1	-5	-4	-1
COc1cc(COCC(O)CN2CCc3ccccc3C2)cc(OC)c1OC (stereo not drawn)	95	3	0.2	-1.4	0	-1	0.4	-1	6	4
CC(=O)Nc1ccccc1NC(=O)C/C(C)=N/NC(=O)Cc1cccc2ccccc12	103	2	1.2	0.4	-7	0	-0.5	2	-10	11
O=C(Nc1nnc(SCc2ccc(Cl)cc2)s1)c1cnccn1	99	2	1.7	-1.2	4	18	0.2	-1	-4	19
CCn1nnnc1SCC(=O)Nc1cccc(C)n1	99	0	2.5	-2.0	-2	-1	0.0	-5	0	3
CCOC(=O)C1(C(F)(F)F)N=C(C(F)(F)F)Nc2cc(C)c(C)cc21 (stereo not drawn)	101	0	0.5	-0.5	0	-1	0.0	4	-1	4
CCOC(=O)c1[nH]c2ccccc2c1N=C(C)N(CC)CC	97	0	1.2	0.2	1	8	0.1	-2	-1	12
CC(=O)c1c(C)[nH]c(C(=O)N2CCN(c3ccc(F)cc3)CC2)c1C	100	0	-0.7	0.2	-3	6	0.6	-1	-6	5
O=C(O)c1ccc2c(c1)NC(=O)C(N1CCCC1)S2 (stereo not drawn)	103	3	-1.4	-2.6	-1	-1	-0.2	1	6	1
CC1CN(C(=O)c2cc3cc(Br)ccc3[nH]2)CC(C)O1 (stereo not drawn)	98	6	0.1	-1.9	0	1	0.0	19	0	3
Cc1ccccc1CSCC(=O)N/N=C/c1cccs1	90	0	2.8	0.0	0	-14	0.2	2	2	0
COc1ccc(CNCCC2(O)CC(C)N(C)CC2C)cc1OC (stereo not drawn)	103	0	2.1	0.8	2	-4	0.2	11	3	7
Cc1ccc2nc(SCC(=O)Nc3ccc(C)c(Cl)c3)nc(=O)n2c1	101	0	-0.4	-3.7	9	-4	-0.1	0	8	7
CC(=O)C(=Cc1cn(-c2ccccc2)nc1-c1ccccc1)C(C)=O	101	8	3.0	-0.2	-2	10	1.6	9	10	28
C=C(C)COc1cc2oc(=O)c(CC(=O)N3C[C@H]4C[C@@H](C3)c3cccc(=O)n3C4)c(C)c2cc1Cl	98	3	-1.3	-0.4	0	-4	0.1	2	-4	-3
CCCC12CN3CC(C)(CN(C1)C3c1ccc([N+](=O)[O-])o1)C2=O (stereo not drawn)	100	4	0.2	0.5	1	-1	-0.2	-2	-4	11
CCC(=O)c1ccc(OCC(=O)OCC(=O)N2c3ccccc3CC2C)cc1 (stereo not drawn)	99	0	-0.4	-1.2	1	-8	0.0	-3	3	12
CN(Cc1nccs1)C(=O)c1ccc2nc(Cc3ccccc3F)oc2c1	102	-4	-0.3	-2.3	1	1	-0.2	-6	8	1
O[C@@H]1CN(C2CCN(Cc3ccccc3)CC2)CC[C@H]1N1CCCCCC1	103	-2	-0.6	2.6	5	6	-0.2	6	8	11
COc1ccc(CN2CCN(C(=O)c3ccc(S(=O)(=O)NCc4ccco4)cc3)CC2)cc1	102	0	-0.4	1.0	-6	3	0.5	-5	3	-3
CC(OC(=O)c1cccs1)C(=O)NC1CC1 (stereo not drawn)	101	-1	-0.5	-1.2	1	-1	0.1	-6	14	6
CCN(c1ccc(NC(=O)COC(=O)c2ccc(S(=O)(=O)N3CCCC3)cc2)cc1)C(C)C	100	-1	-0.9	3.5	0	-6	-0.5	-3	-5	22
C=CCC[C@H](Cc1ccc(F)cc1)C(=O)OC[C@@H](NC(=O)[C@H](CC=C)CC(=O)NCCO)c1ccccc1	100	-2	0.6	-0.1	8	5	0.4	4	-2	4
COc1ccc(C(=O)NCC(C)NC(=O)c2ccc(OC)cc2)cc1 (stereo not drawn)	100	-2	-0.6	-1.4	-4	0	0.0	53	-9	2
CNC(=O)c1c(NC(=O)C2=COCCO2)sc2c1CCN(C(=O)OC)C2	100	3	-0.4	-4.3	-6	4	0.1	5	-4	5
CN(c1ccccc1)S(=O)(=O)c1cccc(C(=O)NNC(=O)c2ccncc2)c1	99	1	0.1	-1.7	-4	-3	-0.2	-2	-3	1
CCc1nc2sc3c(c2c(=O)n1NC(=O)CCl)CCCC3	103	9	1.7	0.4	11	-3	0.3	0	-3	1
Cc1[nH]c(C)c(S(=O)(=O)N2CCN(c3ccccc3)CC2)c1C(=O)N1CCCC1	101	1	0.3	-0.6	5	-4	-0.2	-1	-2	-4
O=C(CS(=O)(=O)Cc1ccccc1)Nc1nc2c(s1)CCCC2	96	2	-2.5	1.9	1	-10	-0.3	2	-4	27
CCCCOC(=O)Nc1nnc(CCOCC)s1	101	2	-2.8	-1.0	1	-1	-0.3	0	8	1
COC(=O)c1cc([N+](=O)[O-])c(-n2ccnc2)c([N+](=O)[O-])c1	104	1	-0.6	-0.3	-1	-18	0.5	-4	9	31*
COC(=O)COc1cccc2c(=O)n(CC(=O)NCCc3ccc(OC)c(OC)c3)ccc12	93	2	-1.4	-1.8	1	3	0.3	-3	-8	19
O=C(NCCC1CCCCN1S(=O)(=O)c1ccccc1)C(=O)Nc1ccc(F)cc1 (stereo not drawn)	97	-2	0.1	-3.2	-1	-6	-0.1	0	1	-1
COc1cccc(NC(=S)Nc2cccnc2)c1	103	1	-0.1	-0.6	-4	0	0.0	-1	-20	1
O=C(NCCCN1CCCC1=O)C1CCN(S(=O)(=O)c2ccc(Cl)cc2)CC1	98	1	-0.2	0.4	3	-5	0.0	1	-1	-1
CCC1(c2ccc(Cl)cc2)NC(=S)N(c2ccccc2)N1 (stereo not drawn)	92	-2	2.0	4.6	2	-9	0.3	1	-11	1
COc1ccccc1NC(=O)CC(c1ccc(F)cc1)c1ccco1 (stereo not drawn)	96	-3	-0.4	-0.8	-1	3	0.2	3	1	16
CC(C)CC(=O)[C@@H](O)Cc1ccc(O)cc1	93	/	-0.1	/	0	/	0.0	-7	-1	/
COc1ccc(N2CCN(C(c3cc(OC)ccc3OC)c3nnnn3CC3CCCO3)CC2)cc1 (stereo not drawn)	89	-1	-1.1	-0.9	-2	2	-0.3	0	0	8
COc1ccc(N(CC(=O)Nc2ccc(C)cc2C)S(=O)(=O)c2c(C)n[nH]c2C)cc1	96	3	0.6	-0.8	2	1	0.0	-1	7	-1
O=C(c1ccc(C(=O)N2CCOCC2)nc1)N1CCOCC1	99	0	-0.7	0.4	4	6	0.0	0	-1	9
C=CCOc1ccc(C2c3c(oc4ccccc4c3=O)C(=O)N2CCCN2CCOCC2)cc1 (stereo not drawn)	93	0	-1.9	0.3	-6	-1	-0.1	0	9	4
CC(C)n1ncc2c(C(=O)O)cc(C3CC3)nc21	95	1	-0.6	-1.4	-3	4	0.0	3	3	4
Other results.
SMILES	ABCB6 inh 2	N-glyco inh	iPSC survival up	MC4R barr agon	HTR2A ag	H9c2 protect	aDG glyco up	Exocytosis inh	ABHD5 PLIN5 PPI	MC4R antagonist
Cc1ccc(-c2nc(-c3cccnc3)no2)cc1	96	-9	-2.0	-1.9	-3	-26	0.8	0	0	11
CC(C)(C)N1C(=O)c2c(C(=O)OCc3ccccc3)[nH]c(-c3ccccc3)c2C1=O	94	-7	4.1	/	-2	-2	0.2	2	-4	/
CCc1ccc(/C=C2/SC(=S)N(CCCC(=O)Nc3cccc(C(=O)O)c3)C2=O)cc1	92	-3	1.0	-0.2	4	-6	-0.2	4	-2	5
Cc1cc(NC(=O)CSc2nnc(N)s2)c([N+](=O)[O-])cc1C	103	-1	0.8	-2.3	-2	-2	-0.4	11	-5	4
O=c1oc(-c2ccccc2)cc2ccccc12	100	1	0.7	0.8	-4	-8	0.1	-5	-9	-1
COc1cccc(OC)c1OCCCOc1c(OC)cccc1OC	97	0	-1.3	-2.1	-7	7	-0.2	-3	-4	5
CC(=O)c1cnc(Oc2cc(Cl)ccc2Cl)nc1C	96	1	3.1	2.0	6	4	0.0	-21	2	12

Bioassay records (PubChem BioAssay)
